# HIV fusion peptide: cell-free HIV fusion peptide-binding blockers – biochemical, uHTS, fluorescence dequenching, primary screen (AID 1986); 0.3% of 290,000 active; cell-free peptide binding, fluorescence dequenching, 30 min; higher % means a stronger effect; inhibition, % at 20 µM, or IC50 in µM where a hit was titrated; in the data active = inhibition mostly above about 52%, no sharp cut-off; inactive = mostly below about 76%; also: some results filed as inactive read as strong as hits
# NS5 inhibitors: Dengue-2 NS5 methyltransferase inhibitors, primary screen, biochemical, confirmation dose response (AID 588689) | Dengue-2 NS5 methyltransferase capping enzyme assay, biochemical; higher % means a stronger effect | inhibition, % at 25 µM, or IC50 in µM where a hit was titrated | 0.3% of 340,000 active; in the data active = a potency from the dose series; inconclusive = inhibition above about 29% without an active follow-up result
# LYP inhibition: PTPN22 lymphoid phosphatase activity blockers – biochemical, fluorescence intensity, uHTS (AID 1779); recombinant LYP phosphatase, fluorescence intensity; higher % means a stronger effect; inhibition, % at 11.5 µM; hits with a dose series show IC50 in µM; 0.054% of 290,000 active; in the data active = inhibition above about 50%;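 also: plate controls were vehicle with enzyme for no effect and no enzyme for full effect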
# XIAP antagonists: XIAP antagonists, biochemical, IAP family, fluorescence polarization (AID 1018); XIAP BIR domain, fluorescence polarization peptide displacement; higher % means a stronger effect; one-dose displacement, % at 20 µM; IC50 in µM for titrated hits; 0.007% of 200,000 active; in the data active = displacement above about 50%; also: a part of the inactive calls stands beside numbers as strong as those of hits
# SIAH1 antagonists: Siah-1 peptide-binding antagonists, primary screen, biochemical, fluorescence polarization, rhodamine-plectin, uHTS (AID 1817) | 0.02% of 290,000 active | displacement, % at 20 µM; hits with a dose series show IC50 in µM | Siah-1 / rhodamine-plectin peptide fluorescence polarization; higher % means a stronger effect;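 active = displacement of at least 50% at 20 µM, with a fluorescence ratio check between 0.3 and a set limit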;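 also: plate controls were Siah plus tracer with DMSO for no effect and tracer alone without Siah for full effect; strong numbers were not always called active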
# AID2073: inhibitors of Mint1-CaV2.2 protein interaction, biochemical, HTRF (AID 2073); inhibition, % at 20 µM, or IC50 in µM where a hit was titrated; HTRF protein-protein interaction, Mint1-CaV2.2; higher % means a stronger effect; 0.19% of 290,000 active; in the data active = inhibition mostly above about 51%, no sharp cut-off; inconclusive = no clear call, values can overlap the other calls; inactive = mostly below about 53%; also: some results filed as inactive read as strong as hits
# Rac1 GTP hydrolysis: MgcRacGAP GTPase-activating activity inhibitors, confirmation, biochemical, ADP Hunter fluorescence; inhibition, % at 30 µM; hits with a dose series show IC50 in µM; 0.6% of 340,000 active; MgcRacGAP-stimulated Rac1 GTP hydrolysis, ADP Hunter fluorescence; higher % means a stronger effect; GST-tagged Rac1 F28L mutant substrate;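 active = first-screen hits whose inhibition reached a set limit at any dose in the follow-up dose series; inconclusive = inhibition above the set first-screen limit but never retested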;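 also: fluorescence reports GDP produced by GAP-driven GTP hydrolysis; strong numbers were not always called active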
# SV40 large T antigen: SV40 large T antigen inhibitors, biochemical (AID 1903). SV40 large T antigen ATPase/helicase inhibition assay; higher % means a stronger effect. inhibition, % at 20 µM, or IC50 in µM where a hit was titrated. 0.39% of 310,000 active; in the data active = a potency from the dose series; inconclusive = inhibition mostly from about 32% at the one dose, without a potency; inactive = the rest, 99 in 100 with inhibition below about 32%; also: strong numbers were not always called active
# RSV antiviral HEp-2: RSV antiviral activity via CPE protection, HEp-2 cells, primary 10 µM value included (AID 2391). HEp-2 cells, RSV-induced CPE inhibition; higher % means a stronger effect. CPE inhibition, % at 10 µM, or IC50 in µM where a hit was titrated. 0.13% of 310,000 active; in the data active = a potency from the dose series; inconclusive = CPE inhibition mostly from about 23% at the one dose, without a potency; inactive = the rest, 99 in 100 with CPE inhibition below about 21%; also: strong numbers were not always called active
# NS5 inhibitors pilot replicate: also measured in NS5 inhibitors; calls as there; inhibition, %; measured here: pilot screen replicate inhibition
# * hit, by the source's call; ? = inconclusive; / = not tested or not shown.
SMILES,HIV fusion peptide,NS5 inhibitors,LYP inhibition,XIAP antagonists,SIAH1 antagonists,AID2073,Rac1 GTP hydrolysis,SV40 large T antigen,RSV antiviral HEp-2,others
CC(C)CNC(=O)COc1ccc(Sc2ccc(OCC(=O)NCC(C)C)cc2)cc1,-0.4%,-6%,-8%,-2.4%,14%,0%,5%,-18%,0.0%,
CN1CCN(S(=O)(=O)c2cccc(C(=O)Nc3cc(C(F)(F)F)ccc3N3CCCC3)c2)CC1,/,-6%,/,/,/,/,3%,14%,-1.2%,
CCOc1ccc(CCNC(=O)c2ccc(CNS(=O)(=O)c3ccccc3)cc2)cc1OCC,2.0%,-7%,7%,-2.7%,2%,7%,9%,11%,?,
CCN(c1ccccc1)S(=O)(=O)c1nnc(NC(=O)c2ccccc2OC)s1,3.5%,-3%,-3%,/,-2%,6%,4%,/,17%,
Cc1ncc([N+](=O)[O-])n1CC(=O)N/N=C/c1ccccc1F,-1.2%,-4%,-4%,-6.8%,1%,8%,4%,3%,1.5%,
CSCC[C@H](NC(=O)[C@H](Cc1ccccc1)n1c(=O)[nH]c2ccccc2c1=O)C(=O)N1CCC[C@H]1C(=O)O,1.1%,-5%,-9%,/,0%,7%,-10%,-1%,1.2%,
CCCn1c(=S)[nH]c2sc3c(c2c1=O)CCCC3,1.0%,1%,-4%,/,5%,-2%,2%,13%,12%,
Nc1nc(Cl)cc(N2CCOCC2)n1,0.2%,-4%,-1%,-1.2%,3%,-3%,1%,3%,0.1%,
COC(=O)c1ccc(C(=O)OC)c(NC(=O)CN(c2ccccc2)S(=O)(=O)N(C)C)c1,-0.2%,4%,-4%,-4.9%,-2%,1%,5%,-1%,0.8%,
CS(=O)(=O)N1N=C(c2ccco2)CC1c1ccccc1 (stereo not drawn),6.8%,-3%,3%,-5.6%,2%,9%,5%,1%,2.1%,
O=C1CN(C(=O)/C=C/c2ccco2)c2ccccc2N1,8.0%,-1%,6%,-6.7%,-2%,53%,16%,12%,-0.5%,
Cc1cc2c(cc1S(=O)(=O)NC1CCCCC1C)OCC(=O)N2 (stereo not drawn),-1.5%,-6%,-7%,/,5%,3%,10%,12%,2.3%,
Cc1ccc(CNc2ncc(-c3ccccc3)n2C)o1,2.2%,-17%,1%,-5.7%,6%,10%,83µM*,-6%,0.8%,
Cc1cc(C)c2c(C)c(C(=O)Nc3c(C)n(C)n(-c4ccccc4)c3=O)oc2c1,-0.3%,1%,4%,-4.7%,1%,1%,5%,-20%,6.6%,
Cn1c(=O)c2c(nc(NCc3ccccc3)n2Cc2ccc(F)cc2)n(C)c1=O,-1.1%,/,-5%,-5.1%,0%,-1%,/,3%,/,
COc1ccc(C2(O)CCN(C(=O)NC3CCCCC3)CC2)cc1,-0.4%,-4%,-3%,-8.8%,0%,4%,8%,0%,1.2%,
COc1ccc(CCNC(=O)CNC(=O)c2nn(-c3ccc(OC)c(OC)c3)c(=O)c3ccccc23)cc1OC,0.6%,-8%,-6%,/,3%,3%,4%,21%,0.5%,
CC(C)(Oc1ccc(Cl)cc1)C(=O)N(Cc1ccccc1)c1ccccn1,0.3%,0%,4%,-13%,2%,5%,1%,8%,21%,
O=C(CNCC1CCCO1)N1CCCc2ccccc21 (stereo not drawn),2.4%,-3%,-7%,-2.0%,4%,-6%,16%,5%,0.6%,
O=C(N/N=C/C(Cl)=C/c1ccccc1)c1ccco1,-1.2%,-14%,1%,-7.1%,2%,-18%,6%,12%,5.9%,
Cc1ccc(S(=O)(=O)c2c(C)cc(C)[nH]c2=O)c(C)c1,2.2%,-3%,-4%,/,0%,?,7%,5%,2.5%,
CC(C)C(C(=O)O)N1C(=O)/C(=C/C=C/c2ccco2)SC1=S (stereo not drawn),76%,43%,3%,-8.9%,-9%,50%,?,25µM*,1.5%,
O=C(NCC(=O)N(CC1CCCO1)C(C(=O)NC1CCCCC1)c1ccccc1)c1cccs1 (stereo not drawn),-2.2%,-4%,-4%,-6.3%,4%,17%,-3%,-2%,0.6%,
Cc1cccc(NC(=S)NCCc2ccc3c(c2)OCCO3)c1C,0.3%,-6%,-5%,-5.5%,2%,-9%,7%,8%,6.4%,
CCc1cc2c(C)ccc(C)c2nc1SCC(=O)Nc1c[nH]c(=O)[nH]c1=O,4.0%,3%,-1%,-3.1%,3%,30%,-1%,12%,-1.2%,

# 4 entries drawn at random from the list so far, as already listed:
SMILES,HIV fusion peptide,NS5 inhibitors,LYP inhibition,XIAP antagonists,SIAH1 antagonists,AID2073,Rac1 GTP hydrolysis,SV40 large T antigen,RSV antiviral HEp-2,others
COc1ccc(C2(O)CCN(C(=O)NC3CCCCC3)CC2)cc1,-0.4%,-4%,-3%,-8.8%,0%,4%,8%,0%,1.2%,
Cc1ccc(CNc2ncc(-c3ccccc3)n2C)o1,2.2%,-17%,1%,-5.7%,6%,10%,83µM*,-6%,0.8%,
CCOc1ccc(CCNC(=O)c2ccc(CNS(=O)(=O)c3ccccc3)cc2)cc1OCC,2.0%,-7%,7%,-2.7%,2%,7%,9%,11%,?,
CS(=O)(=O)N1N=C(c2ccco2)CC1c1ccccc1 (stereo not drawn),6.8%,-3%,3%,-5.6%,2%,9%,5%,1%,2.1%,

# (more compounds)
SMILES,HIV fusion peptide,NS5 inhibitors,LYP inhibition,XIAP antagonists,SIAH1 antagonists,AID2073,Rac1 GTP hydrolysis,SV40 large T antigen,RSV antiviral HEp-2,others
Cc1c(C(=O)N2CCOCC2)c(S(=O)(=O)Nc2ccc(OC(F)(F)F)cc2)c(C)n1C,0.0%,-10%,-12%,/,0%,5%,4%,5%,2.1%,
COC(=O)c1ccc(OCC(O)CN(CCO)CCO)cc1 (stereo not drawn),0.6%,-4%,-6%,0.9%,0%,-2%,1%,11%,-0.1%,
Cc1cc(C)n(C(=O)CNC(=O)CCc2ccccc2)n1,-2.6%,-1%,-5%,-5.4%,-4%,1%,9%,-1%,-0.6%,
CCOC(=O)C(=O)Nc1ccccc1C(=O)OCC,-0.7%,-6%,-4%,-1.9%,0%,-2%,6%,-2%,-0.6%,
CCOC(=O)N1CCC(N(CCN(C)C)C(=S)Nc2cc(C)ccc2C)CC1,2.3%,-6%,1%,-9.1%,2%,2%,3%,3%,1.9%,
CCc1nnc(NC(=O)[C@@H](NC(=O)c2ccc(C(C)(C)C)cc2)C(C)C)s1,4.1%,-43%,12%,-11%,-2%,6%,11%,3%,9.0%,
Cc1nc([N+](=O)[O-])cn1CCC#N,-0.5%,0%,6%,/,6%,8%,10%,8%,/,
CNC(=S)SCCOc1ccccc1C,0.9%,-5%,-5%,-9.0%,-2%,-2%,8%,11%,2.5%,
CCC(C)(C(=O)Nc1ccccc1C)N(C(=O)CNC(C)=O)c1ccccc1C (stereo not drawn),0.9%,-7%,-4%,-6.0%,11%,8%,-2%,8%,1.7%,
CC(C)Oc1cccc(C(=O)Nc2ccc(NC(=O)c3ccco3)cc2)c1,-2.0%,-3%,-2%,-11%,-11%,-9%,6%,0%,5.6%,
COc1cc(C(=O)NC(CCSC)C(=O)OCC(=O)C(C)(C)C)cc(OC)c1OC (stereo not drawn),-2.8%,0%,-3%,-6.5%,5%,-6%,8%,6%,-1.1%,
Cc1ccc(O)c(NC(=O)C2CC(c3c(F)cccc3Cl)=NO2)c1 (stereo not drawn),-2.6%,-1%,-2%,-5.5%,-1%,0%,12%,13%,4.1%,NS5 inhibitors pilot replicate=-0.9
CC(C)CNC(=O)c1ccccc1NC(=O)CN(c1ccccc1)S(=O)(=O)N(C)C,-0.3%,-11%,-3%,-20%,1%,9%,6%,8%,-0.7%,
CC(C)(O)C#Cc1ccc(C(=O)NCc2ccccc2F)cc1,-0.6%,-1%,-3%,-6.2%,10%,-2%,4%,2%,1.2%,
Cn1ccc(C(=O)N2CCCc3ccccc32)n1,2.3%,-3%,-10%,-9.7%,1%,8%,10%,-4%,0.8%,
O=C(CC1Nc2ccccc2NC1=O)NCCc1ccccc1 (stereo not drawn),-1.7%,-6%,3%,-7.7%,-3%,0%,8%,4%,4.1%,
O=C(CCC(=O)N1CCN(C(=O)c2ccco2)CC1)c1ccc(F)cc1,-1.2%,2%,-2%,-7.7%,7%,2%,7%,8%,0.0%,
C/C(CC(=O)Nc1ccc2c(c1)OCO2)=N\NC(=O)c1ccc(N)cc1,0.1%,/,-4%,/,-4%,-3%,/,19%,0.4%,
COc1ccc(Cc2nnc(NCCO)[nH]c2=O)cc1,-0.9%,-2%,-5%,/,-4%,2%,-4%,12%,3.0%,
CC(C)NC(=O)CSc1nnc(-c2ccco2)n1N,0.4%,0%,-3%,-6.9%,-2%,-13%,3%,3%,1.6%,
COc1ccc(C(=O)C(CN2CCCC2)c2ccccc2)cc1 (stereo not drawn),-3.1%,-3%,-2%,-5.6%,-3%,-9%,3%,5%,-2.3%,
O=C(Cc1cccs1)N/N=C/C=C/c1ccco1,31%,-11%,5%,-1.6%,28%,21%,21%,26%,0.9%,
Clc1ccc(-c2nc3n(n2)Cc2ccccc2-3)cc1,-0.9%,-2%,-10%,-8.0%,-2%,1%,-3%,1%,0.0%,
S=C(N/N=C1\CCc2ccccc21)NC1CCCCC1,-1.2%,-12%,5%,-9.3%,-3%,-7%,13%,10%,5.7%,

# Structures above containing a nitro group on carbon (two):
SMILES,HIV fusion peptide,NS5 inhibitors,LYP inhibition,XIAP antagonists,SIAH1 antagonists,AID2073,Rac1 GTP hydrolysis,SV40 large T antigen,RSV antiviral HEp-2,others
Cc1ncc([N+](=O)[O-])n1CC(=O)N/N=C/c1ccccc1F,-1.2%,-4%,-4%,-6.8%,1%,8%,4%,3%,1.5%,
Cc1nc([N+](=O)[O-])cn1CCC#N,-0.5%,0%,6%,/,6%,8%,10%,8%,/,

# A section from further up:
SMILES,HIV fusion peptide,NS5 inhibitors,LYP inhibition,XIAP antagonists,SIAH1 antagonists,AID2073,Rac1 GTP hydrolysis,SV40 large T antigen,RSV antiviral HEp-2,others
Cc1c(C(=O)N2CCOCC2)c(S(=O)(=O)Nc2ccc(OC(F)(F)F)cc2)c(C)n1C,0.0%,-10%,-12%,/,0%,5%,4%,5%,2.1%,
COC(=O)c1ccc(OCC(O)CN(CCO)CCO)cc1 (stereo not drawn),0.6%,-4%,-6%,0.9%,0%,-2%,1%,11%,-0.1%,

# Screens from PubChem BioAssay.
